Giardia killer – Giardia lamblia killing; Giardia lamblia trophozoite viability; activity change, % at 7.66 µM, hits read low; actives 0.15% (n = 340,000); in the data active means activity change below about -80%; inconclusive means between about -30% and that limit;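 further: parasites exposed to compound for two days anaerobically before the ATP read; on the % scale 0 is the no-effect control and ±100 the full control effect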
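Killing of trophozoites was scored by loss of ATP luminescence after a 48 hrs anaerobic exposure to compounds at 37 deg C, using 100 cells per well.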
Rab9 prom act – activates the Rab9 promoter; Huh7 Rab9 promoter-luciferase reporter, luminescence, 24 h; Potency, µM (titrated, usually from 9.22 µM), inactives show top-dose activation, negative = inhibition, usual class: activators; actives 2.8% (n = 320,000); further: potency means the concentration at half of the fitted maximal effect; % of control where 0% means no effect; nearly all actives have a fitted effect of over 60% in size
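Huh7 reporter line, Rab9 promoter upstream of luciferase. Compound exposure 24 h at 37 °C in reduced-serum medium with 10% FBS. Read-out: luminescence.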
Menin-MLL TR inh – displaces Texas Red mutant MLL peptide from human menin; O00255; Menin + Texas Red MLL mutant peptide, fluorescence polarization; Potency, µM (doses to about 61.6 µM), inactives show at the highest dose FP activity change, negative = inhibition, usual class: inhibitors; actives 0.23% (n = 270,000); active means well fitted inhibition curve with a large enough effect in the polarisation, with a control signal flat, not every such curve was filed as active; inconclusive means small, poorly fitted or top-dose-only effect, or effect the other way, or a change in a side signal; inactive means no such curve, though single readings can be large or run the other way; the % refers to the polarisation; further: potency means the concentration at half of the fitted maximal effect; % of control where 0% means no effect; many of its hits are not listed in these tables
RORg inh – blocks mouse ROR gamma transcriptional activity; P51450; Drosophila S2 Gal4-RORgamma UAS-luciferase reporter, 20 h; Potency, µM (titrated, usually from 53.6 µM), for inactives: top-dose activity change, negative = inhibition, hits mostly inhibitors; actives 5.4% (n = 310,000); AID 2551; further: potency means the concentration at half of the fitted maximal effect; on the % scale 0 is the no-effect control and ±100 the full control effect; nearly all actives have a fitted effect of over 60% in size
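Drosophila Schneider cells stably carrying a metallothionein-driven Gal4 DBD–ROR gamma fusion and a UAS-Photinus luciferase reporter were exposed to compound for 1 hr, then induced with copper sulfate (700 uM final) for 20 hr at ambient temperature before luminescence reading.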
FLuc counter – counter-screen for miR-21 project: firefly luciferase inhibitors or activators. P08659. purified FLuc, Km substrates, luminescence inhibition. Potency, µM (highest dose often 57.5 µM), for the others: at the top dose activity change, negative = inhibition, most hits filed as inhibitors. actives 6.9% (n = 360,000);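 further: potency means the concentration at half of the fitted maximal effect; plate controls were vehicle for no effect and reference inhibitor for full effect; nearly all actives have a fitted effect of over 55% in size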
Target sequence (P08659 whole entry, looked up): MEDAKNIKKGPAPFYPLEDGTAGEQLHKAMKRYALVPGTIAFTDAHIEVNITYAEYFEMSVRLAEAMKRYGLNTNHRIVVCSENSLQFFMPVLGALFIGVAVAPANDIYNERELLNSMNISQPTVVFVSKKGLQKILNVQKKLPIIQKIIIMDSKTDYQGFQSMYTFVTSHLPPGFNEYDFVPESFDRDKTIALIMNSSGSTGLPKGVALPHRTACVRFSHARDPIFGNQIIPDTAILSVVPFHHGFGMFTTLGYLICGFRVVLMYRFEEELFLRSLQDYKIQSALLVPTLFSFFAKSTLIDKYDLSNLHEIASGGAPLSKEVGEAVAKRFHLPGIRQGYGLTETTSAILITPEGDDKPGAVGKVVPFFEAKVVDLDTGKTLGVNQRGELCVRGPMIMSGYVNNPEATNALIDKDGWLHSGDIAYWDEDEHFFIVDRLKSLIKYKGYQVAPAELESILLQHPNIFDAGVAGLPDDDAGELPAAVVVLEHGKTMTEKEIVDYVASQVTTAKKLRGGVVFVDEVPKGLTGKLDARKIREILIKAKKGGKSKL
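Biochemical qHTS of compounds, final roughly 60 µM downward over six points, against 10 nM purified firefly luciferase using Km concentrations of substrates (10 uM D-luciferin, 10 uM ATP) in Tris acetate pH 7.5 buffer; luminescence output.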
PKM2 activator – PKM2 (human) enzyme activation; P14618; purified PKM2, Kinase-Glo ATP luminescence, activation; response scale: 0% is enzyme alone, no compound; AID 1631; Potency, µM (series often up to 57.5 µM), for inactives: top-dose activation, most hits filed as activators; actives 0.34% (n = 260,000); further: potency means the concentration at half of the fitted maximal effect; on the % scale 0 is the no-effect control and ±100 the full control effect; nearly all actives have a fitted effect of over 55% in size
Target sequence (P14618 whole entry, looked up): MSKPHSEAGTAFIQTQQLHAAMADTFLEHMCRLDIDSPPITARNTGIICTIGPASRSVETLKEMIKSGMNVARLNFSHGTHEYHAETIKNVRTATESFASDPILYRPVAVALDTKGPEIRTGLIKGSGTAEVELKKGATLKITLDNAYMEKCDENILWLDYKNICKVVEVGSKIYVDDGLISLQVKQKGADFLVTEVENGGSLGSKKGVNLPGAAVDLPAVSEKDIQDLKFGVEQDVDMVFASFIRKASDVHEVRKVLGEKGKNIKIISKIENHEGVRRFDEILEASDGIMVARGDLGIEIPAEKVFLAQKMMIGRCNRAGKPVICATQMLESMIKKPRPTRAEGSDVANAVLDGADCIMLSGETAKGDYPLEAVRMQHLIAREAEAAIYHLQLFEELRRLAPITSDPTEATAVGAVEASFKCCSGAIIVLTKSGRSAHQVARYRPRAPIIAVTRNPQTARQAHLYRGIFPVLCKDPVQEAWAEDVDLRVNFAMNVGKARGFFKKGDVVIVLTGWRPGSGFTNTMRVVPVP
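ATP formation by purified human PK-M2, quantified via coupled luciferase luminescence after 1 h at room temperature with 0.1 mM ADP and 0.5 mM PEP final.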
BRCA1 expr act – increases BRCA1 expression; Potency, µM (doses to about 46.1 µM), for the others: at the highest dose activation, most hits filed as activators; MCF7-BRCA1-FFLuc reporter, luminescence, 48 h; response scale: scaled: vehicle 0%, 10 µM genistein 100%; actives 1.1% (n = 380,000); further: potency means the concentration at half of the fitted maximal effect; nearly all actives have a fitted effect of over 80% in size; some results filed as inactive show a strong effect at the top dose
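MCF7 cells carrying a BRCA1-firefly luciferase reporter (2000 cells/well, phenol-red free MEM) were attached for 2 h at 37 °C, then given compounds for 48 h. Luminescence was read 15 min after luciferase reagent; activity normalized to genistein (10 microM) and DMSO.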
Gal4-VP16 FLuc – counter-screen for ROR gamma inhibitors: Gal4-VP16 reporter; Drosophila S2 Gal4-VP16 UAS-luciferase, luminescence, 20 h; Potency, µM (titrated, usually from 53.6 µM), inactives show top-dose activity, negative = inhibition, most hits filed as inhibitors; actives 3.5% (n = 310,000); AID 2546;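 further: Gal4-VP16 expression switched on by copper sulfate through the metallothionein promoter; potency means the concentration at half of the fitted maximal effect; on the % scale 0 is the no-effect control and ±100 the full control effect; nearly all actives have a fitted effect of over 50% in size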
p53 reactivation – re-activators of mutant p53; Potency, µM (series often up to 92.2 µM), without a hit: at the highest dose activity change, positive = activation, actives largely listed as activators; H1299 p53-A138V BP100-luciferase reporter, luminescence, 24 h; AID 504706; actives 0.063% (n = 320,000); further: potency means the concentration at half of the fitted maximal effect; % of control where 0% means no effect; nearly all actives have a fitted effect of over 45% in size
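p53-null H1299 cells stably carrying temperature-sensitive p53-A138V and a BP100-luciferase reporter were pinned with compounds (4-point, 1:5 series) and held 24 hrs at 37 deg C. Luminescence was read 10 min after detection reagent.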
NPC1 promoter act – activators of NPC1 promoter | AID 485313 | Huh7 NPC1 promoter luciferase reporter, 24 h | actives 2.4% (n = 320,000) | Potency, µM (top dose mostly 9.22 µM), for the others: top-dose activation, actives largely listed as activators;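 further: potency means the concentration at half of the fitted maximal effect; % of control where 0% means no effect; nearly all actives have a fitted effect of over 60% in size; reporter is driven by a mutant NPC1 promoter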
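Readout is luciferase luminescence, reflecting NPC1 promoter activation in stably transfected Huh7 cells after 24 h compound exposure at 37 °C in reduced-serum medium with 10% FBS.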
ELG1 genotox – genotoxicity induction in ELG1-luciferase HEK293T cells. Potency, µM (series often up to 46 µM), without a hit: at the highest dose activity change, positive = activation, hits mostly activators. AID 504466. HEK293T ELG1-luciferase reporter, luminescence, 16 h. actives 1.3% (n = 330,000); further: potency means the concentration at half of the fitted maximal effect; % of control where 0% means no effect; nearly all actives have a fitted effect of over 60% in size
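Step 1: seed 2,000 HEK293T ELG1-luciferase cells per well. Step 2: add compound or DMSO, incubate 16 hr at 37 °C. Step 3: ONE-Glo, 30 min at room temperature, read luminescence.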
Active calls of the source: *; ? = inconclusive; / = no result given; & = joins results of further samples; [ ] = dose if it differs, or a comment. Unless noted, the call rests on the fitted dose curve; in most records, active means well fitted curve in the direction sought with a large enough effect; inconclusive means small, poorly fitted or top-dose-only effect, or another doubt; inactive means no such curve, though single readings can be large; an effect the other way counts as inactive or inconclusive.

SMILES	Giardia killer	Rab9 prom act	Menin-MLL TR inh	RORg inh	FLuc counter	PKM2 activator	BRCA1 expr act	Gal4-VP16 FLuc	p53 reactivation	NPC1 promoter act	ELG1 genotox
O=C(CN1C(=O)C2CCCCN2C(=O)c2ccccc21)Nc1ccc(F)cc1 (centres undefined)	13.7	-13.1%	6.0%	6.4%	-1.2%	1.4%	3.0%	5.8%	-1.6%	-5.9%	-6.3%
C=CCn1c(SCC(=O)Nc2cccnc2Cl)nnc1-c1ccc(Cl)cc1	-21.2	-0.8%	-9.6%	?	0.5%	-13.5%	-5.7%	-1.9%	-16.9%	-6.2%	-12.1%
COc1ccc2[nH]c(C(=O)N3CCN(c4ccccc4F)CC3)c(C)c2c1	-15.8	-2.9%	-21.8%	5.8%	-3.1%	/	-26.9%	8.9%	8.8%	-6.2%	-1.9%
O=C(NCc1cccs1)c1ccc2c(c1)ncn2C1CCCC1	-17.8	16.7%	-25.7%	-2.2%	19µM*	0.3%	?	2.1%	?	3.55µM*	?
CC(=O)Oc1ccc(C(=O)OCC(=O)c2c(N)n(C)c(=O)n(C)c2=O)cc1OC(C)=O	6.8	1.7%	4.2%	-6.8%	2.0%	-0.5%	4.3%	-0.3%	-2.3%	4.0%	5.8%
NS(=O)(=O)c1cccc(NC(=O)COC(=O)Cc2n[nH]c(=O)c3ccccc23)c1	3.3	0.5%	/	/	2.2%	/	-9.2%	/	?	0.6%	-1.9%
COc1cc(NS(=O)(=O)c2c(C)oc3c(F)c(F)c(F)c(F)c23)cc(OC)c1OC	5.9	-2.4%	/	82.4%	6.3%	-1.0%	-22.5%	?	-9.7%	0.7%	-11.0%
COc1ccc(CCNC(=O)c2n[nH]c(=O)c3ccccc23)cc1	-0.7	-0.4%	10.4%	7.6%	-0.3%	2.2%	0.5%	-15.4%	6.4%	-1.0%	2.4%
Cc1cccc(NC(=S)N2CCN(S(C)(=O)=O)CC2)c1	11.9	-2.2%	3.9%	17.2%	0.6%	0.0%	2.2%	0.2%	-4.2%	-4.0%	3.6%
OC(CNc1nc(-c2cccnc2)nc2ccccc12)c1ccccc1 (centres undefined)	-9.1	1.8%	-22.8%	16.3%	-9.3%	2.7%	-36.9%	5.8%	-9.4%	-4.3%	-5.8%
CCCCNC(=O)c1ccccc1NC(=O)CN(c1ccccc1)S(=O)(=O)N(C)C	1.6	-3.2%	-0.3%	-6.0%	1.3%&1.8%	-4.4%	9.0%&-19.5%	10.0%	-4.0%	-2.9%	-3.7%
O=C1CC(C(=O)N2CCC(N3CCC(C(=O)NC4CC4)CC3)CC2)c2ccccc21 (centres undefined)	-1.2	-1.5%	?	5.1%	1.1%	-9.9%	-4.7%	-3.2%	-0.2%	2.5%	-4.0%
COc1ccc(OC)c2[nH]c(=O)c(CCNC(=O)c3ccc(S(=O)(=O)N4CCCCC4)cc3)cc12	-10.3	1.9%	7.6%	30.8%	-0.7%	-15.1%	-3.4%	-1.2%	-6.3%	1.1%	-24.2%
CCN(CC)S(=O)(=O)c1cccc(C(=O)NC2CCCCC2)c1	-1.4	-3.4%	3.6%	?	-7.3%	9.0%	37.9%	6.4%	18.2%	-0.8%	0.9%
CC(NC(=O)CNC(=O)C1CCCCC1)c1ccc(S(N)(=O)=O)cc1 (centres undefined)	12.3	-1.9%	-3.5%	-14.6%	-1.4%	6.2%	0.7%	-2.3%	-1.2%	-5.4%	0.3%
CCc1nn(C(C)C(=O)N2CC(C)CC(C)C2)c(=O)c2cc3occc3n12 (centres undefined)	5.0	-2.5%	/	-41.1%	-1.4%	/	0.0%	2.6%	0.1%	-0.1%	0.4%
COc1cccc(OC)c1-c1nnc(-c2cn(C)c3ccccc23)o1	3.6	-13.5%	?	19.0%	-11.9%	-2.7%	-49.5%	0.5%	-4.0%	-8.9%	-1.1%
O=C(CS(=O)CC(=O)N(CC(=O)NC1CCCC1)c1ccccc1F)Nc1ccc(F)cc1 (centres undefined)	-2.1	-3.2%	8.0%	-25.8%	1.1%	1.7%	-1.1%	0.3%	3.0%	-1.6%	0.7%
CN(C)NC(=O)c1ccsc1NC(=O)c1ccc(S(=O)(=O)N(C)C)cc1	-6.6	-3.9%	7.9%	10.2%	-6.0%	-5.5%	-7.8%	-4.0%	-2.0%	-3.7%	-3.2%
CC(C)CCN1CCN(Cc2cccs2)CC1CCO (centres undefined)	0.2	2.4%	8.4%	-14.3%	-0.5%	-3.5%	-0.7%	3.7%	4.8%	-4.6%	-0.3%
COc1cc(/C=N/NC(=O)CNC(=O)c2cccs2)ccc1O	6.8	-1.0%	-5.5%	-5.5%	?	-7.5%	10.0%	?	1.0%	9.1%	-0.2%
O=C1CC2(CCN(C(=O)c3ccc(F)cc3)CC2)Oc2ccccc21	21.7	-0.1%	/	/	0.9%	/	-10.1%	/	-3.6%	-0.4%	-0.3%
Cc1cc2[nH]c(=O)c(=O)[nH]c2cc1S(=O)(=O)N1CCN(c2cccc(C)c2C)CC1	-4.3	0.4%	27.0%	-14.0%	-0.3%&-1.3%	-0.9%	0.0%	-15.5%	11.9%	-5.5%	-8.5%
Cc1ccc(/C=C/S(=O)(=O)NCC(=O)OCC(=O)N2CC(=O)Nc3ccccc32)cc1	-10.4	9.3%	/	-2.6%	-1.2%	2.6%	1.6%	-0.7%	-3.1%	-2.3%	-2.1%
O=c1c2cc(NC(=S)N3CCCCC3)ccc2nc2n1CCCCC2	-2.2	7.8%	7.7%	-0.8%	-1.2%	/	-4.4%	-8.2%	2.6%	-0.3%	2.7%
CC(C)C(NS(=O)(=O)c1cccc2nsnc12)C(=O)NCc1ccco1 (centres undefined)	3.2	0.7%	/	13.5%	-2.9%	0.8%	-0.7%	0.1%	-3.9%	-4.8%	-5.3%
COc1ccc(/C=N/NC(=O)c2ccc(C)cc2)cc1CN1CCN(c2ccc(F)cc2)CC1	-28.8	-5.5%	0.9%	-34.0%	-2.4%	0.5%	-8.8%	-3.3%	0.3%	2.1%	1.3%
COc1ccc(OC)c(C(=O)NC(CC(N)=O)c2ccc(N3CCC(N4CCCC4)CC3)c([N+](=O)[O-])c2)c1 (centres undefined)	-4.4	-3.9%	/	-1.7%	1.3%	12.5%	0.1%	-0.3%	-2.1%	0.5%	0.6%
COc1ccc(S(=O)(=O)N2CCc3ccccc32)cc1C(=O)OCc1c(C)noc1C	32.2[activator]	0.1%	11.4%	28.3%	1.0%	11.2µM*	-48.1%	2.6%	-7.7%	-3.2%	-4.1%
CC(=O)Nc1ccc(-c2csc(N/N=C\c3ccncc3)n2)cc1	-8.2	14.7%	/	5.0%	7.57µM*	13.9%	7.9%	4.4%	4.6%	17.7%	-5.9%
O=C(OC1CCOC1=O)c1ccc(Cl)c(S(=O)(=O)N2CCOCC2)c1 (centres undefined)	6.4	-6.4%	/	/	4.7%	/	-13.9%	/	-10.3%	0.8%	0.6%
Cc1ccc2c(c1)NC(=O)C(CC(=O)NCc1ccc(F)cc1)O2 (centres undefined)	-4.6	-10.4%	-3.7%	38.2%	6.6%	-5.5%	8.5%	1.1%	0.3%	-3.0%	-1.1%
CC(C)Cn1cc(C(=O)NCc2cccs2)c2c3ccccc3n(C)c2c1=O	-19.2	6.2%	15.9%	8.4%	1.2%	3.2%	-0.2%	-4.0%	-9.1%	1.7%	-2.2%
O=C(CN(C(=O)c1csnn1)c1cccc(F)c1)NC1CCCC1	-2.0	0.6%	-8.3%	-17.8%	2.3%	4.5%	27.3%	-7.5%	1.9%	-6.2%	0.0%
Cc1noc(C)c1CSCC(=O)OCC(=O)N1CC(=O)Nc2ccccc21	15.7	0.4%	-12.9%	-0.2%	0.5%	-5.7%	-0.1%	0.7%	-8.9%	-4.9%	0.3%
Cc1cc(N2CCOCC2)nc2ccc(NC(=O)CCC(=O)N3CCN(c4cccc(C(F)(F)F)c4)CC3)cc12	18.8	?	?	39.4%	?	-4.4%	-66.9%	?	20.5%	21.7%	-5.9%
Cc1cc2c(=O)oc(-c3ccc(F)cc3)nc2s1	-9.6	-6.0%	-13.3%	33.4%	0.1%	-8.4%	14.5%	-9.7%	-2.1%	-5.7%	-9.5%

Single entries from the entries so far.
Result of Cc1ccc2c(c1)NC(=O)C(CC(=O)NCc1ccc(F)cc1)O2 (centres undefined) in p53 reactivation: 0.3%
Result of COc1ccc(OC)c(C(=O)NC(CC(N)=O)c2ccc(N3CCC(N4CCCC4)CC3)c([N+](=O)[O-])c2)c1 (centres undefined) in PKM2 activator: 12.5%

Bioassay records from PubChem.

Only part of the results is shown (hit frequency here may not be typical).
